HCT116 bCat-KO: beta-catenin-lacking colon tumor cell growth suppression; HCT116 beta-catenin knockout viability, CellTiter-Glo, 60 h; hits give low values; 140,000 tested, 1.5% active; AID 818; viability, % at 10 µM;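 active means viability at or under a set limit, the compound median less 4 SD, cut at about 6% in these data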;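 further: 0% = Hyamine 1622 control at 20 µM and 100% = untreated cell control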
GALR2 blocker: GALR2 (human) receptor antagonism | 140,000 tested, 0.39% active | GALR2-expressing cells, antagonist mode | inhibition, % at 4 µM | O43603; in the data active means inhibition above about 27%;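 further: cells stimulated with galanin 1-16 at roughly its EC80; 0% = agonist challenge control and 100% = basal control without agonist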
Target sequence (O43603 whole entry, looked up): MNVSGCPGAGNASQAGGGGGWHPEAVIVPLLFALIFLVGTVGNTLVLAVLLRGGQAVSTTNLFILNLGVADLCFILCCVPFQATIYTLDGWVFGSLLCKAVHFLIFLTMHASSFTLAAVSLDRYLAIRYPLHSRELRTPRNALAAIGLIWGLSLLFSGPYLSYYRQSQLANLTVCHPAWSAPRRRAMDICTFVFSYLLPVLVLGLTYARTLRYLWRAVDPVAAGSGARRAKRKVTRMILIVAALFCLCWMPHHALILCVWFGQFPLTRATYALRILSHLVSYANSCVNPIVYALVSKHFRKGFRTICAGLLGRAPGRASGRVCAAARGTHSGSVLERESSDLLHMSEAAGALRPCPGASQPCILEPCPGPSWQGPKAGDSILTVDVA
E-sel TNF inh: TNF alpha driven E-selectin expression inhibition | HUVEC TNFa-induced E-selectin immunofluorescence, high content | inhibition, % at 2 µM | 120,000 tested, 0.71% active | AID 1246;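 active means inhibition above the batch mean plus 3 SD, and confirmed as a hit on visual image review, cut at about 43% in these data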;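 further: 0% = TNF-stimulated DMSO wells and 100% = unstimulated control wells; not every result past the cut was called active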
Measles CPE: protection of cells from measles virus. Measles virus-infected cells, CPE protection, absorbance. protection (pct of control), % at 4 µM. 140,000 tested, 1.5% active. AID 841; in the data active means protection mostly above about 24%, no sharp cut-off; inactive means mostly below about 26%; further: some compounds called inactive have numbers as strong as hits
NPY Y2 blocker: antagonists of human neuropeptide Y receptor Y2 | NPY-Y2 expressing cells, antagonist mode | 140,000 tested, 0.99% active | inhibition, % at 2.7 µM | AID 793; in the data active means inhibition above about 17%;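 further: 0% = vehicle with agonist challenge and 100% = reference antagonist with challenge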
Target sequence (P49146 whole entry, looked up): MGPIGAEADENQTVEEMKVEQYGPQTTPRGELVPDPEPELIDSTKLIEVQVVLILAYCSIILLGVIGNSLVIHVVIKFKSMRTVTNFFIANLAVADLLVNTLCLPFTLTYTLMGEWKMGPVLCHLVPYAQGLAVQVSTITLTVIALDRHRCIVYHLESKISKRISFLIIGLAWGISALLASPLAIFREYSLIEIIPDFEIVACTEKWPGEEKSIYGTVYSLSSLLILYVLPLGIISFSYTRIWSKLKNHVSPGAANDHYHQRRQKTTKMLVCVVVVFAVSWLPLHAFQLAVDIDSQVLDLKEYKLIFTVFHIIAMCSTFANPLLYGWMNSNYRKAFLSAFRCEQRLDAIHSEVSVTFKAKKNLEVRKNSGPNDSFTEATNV
PTEN del growth: growth suppressors of cells with PTEN tumor suppressor deletion | viability, % at 10 µM | 140,000 tested, 1.2% active | HCT116 PTEN-null viability, CellTiter-Glo, 60 h; hits give low values | AID 827;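 active means viability at or below a set limit, 4 SD under the median of all tested compounds, cut at about 3.7% in these data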;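 further: PTEN knockout HCT116 line with beta catenin targeted HCT116 as companion control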
Phagocyt inh: inhibitors of macrophage phagocytosis; J774A.1 macrophage IgG-bead phagocytosis, imaging; inhibition, % at 5 µM; 110,000 tested, 0.07% active;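 active means inhibition above the mean of the plate negative controls plus 5 SD, cut at about 13% in these data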;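 further: phagocytic index as fraction of beads internalized from green versus red external bead signal; plate controls were DMSO negative control for no effect and cytochalasin-D positive control for full effect; some results beyond the cut were filed as inactive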
Yeast lifespan up: yeast lifespan extension. AID 775. inhibition of the nicotinamide effect, % at 10 µM. 130,000 tested, 0.68% active. S. cerevisiae growth with nicotinamide, OD615; deaD strain in restrictive glucose medium;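 active means inhibition above a set limit, placed 3 SD over the median of all compounds, cut at about 26% in these data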;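 further: 0% = nicotinamide-treated wells and 100% = cells grown without nicotinamide; some compounds called inactive have numbers as strong as hits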
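Assay system: DeaD-strain S. cerevisiae. Medium: CSMM-D glucose medium, restrictive. Reagent: nicotinamide, 1.5 mM, co-present with compound. Compound: 10 µM single point, 0.25% DMSO. Schedule: culture preincubation 4 h, compound exposure 48 h, both 30 °C. Detection: absorbance at 615 nm.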
BB579 growth dn: reduces growth of yeast BB579 in restrictive medium; inhibition, % at 10 µM; AID 804; S. cerevisiae BB579 growth, OD615, 48 h; 140,000 tested, 0.51% active;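 active means inhibition above a set limit, 3 SD over the mean compound inhibition, cut at about 44% in these data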; further: inactives centre near -24
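Detection: OD615 turbidity measurement; Material: Saccharomyces cerevisiae DeaD strain BB579, replicative lifespan model yeast; Timing: 48 h exposure, 30 °C; Doses: single 10 µM dose; Medium: CSMM-D restrictive synthetic medium containing dextrose (glucose); Controls: amphotericin B at 10 µg/mL as positive control.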
MRP1 act: activators of MRP-1. H69AR cells + doxorubicin, viability rescue, CellTiter-Glo. viability increase, % at 10 µM. 140,000 tested, 0.61% active;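 active means viability gain under doxorubicin at or above a set limit, the compound median plus 3 SD, cut at about 4.7% in these data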;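 further: MRP-1 overexpressing cells given doxorubicin 25 µM after compound pretreatment; 18-22 h compound pretreatment then 72 h with doxorubicin before readout; 0% = doxorubicin-only wells and 100% = vehicle-treated cells without doxorubicin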
* marks the source's active call; other numbers are inactive results; / = not tested or not shown.

structure	BB579 growth dn	NPY Y2 blocker	HCT116 bCat-KO	GALR2 blocker	E-sel TNF inh	PTEN del growth	Measles CPE	Yeast lifespan up	Phagocyt inh	MRP1 act
COC(=O)CS(=O)(=O)c1ccc2c(c1)CC(=O)N2	-48.0	-0.2	91.8	4.0	1.9	99.0	8.3	-9.5	0.3	-1.4
CNC(=O)CC(C(=O)O)c1ccc(OC(C)C)cc1 (stereo unspecified)	-29.5	1.5	89.9	3.0	2.1	94.8	5.8	6.7	-0.4	0.2
COc1cc(C(=O)n2nc(C)cc2C)ccc1O	-29.7	1.9	75.6	-7.9	12.4	85.3	4.7	-10.9	-2.6	-0.8
O=C(Nc1ccc2nn(-c3ccccc3)nc2c1)c1cccs1	-37.8	1.5	102.4	10.6	-6.9	105.4	27.2	-0.6	-1.4	-0.6
Cc1cc(Oc2ccccc2)nc(NCc2ccccc2)n1	4.4	20.4*	62.8	6.7	-2.1	48.4	2.5	-26.8	/	-2.5
C/C(N)=C(/C#N)C(=O)COC(=O)c1cccc2ccccc12	1.8	4.4	89.0	-10.6	/	92.9	31.4	1.4	-3.2	-1.0
CCc1cccc2sc(NC(=O)c3ccc(N4C(=O)CCC4=O)cc3)nc12	-19.5	1.4	96.8	4.4	26.4	87.2	1.4	2.5	/	-1.9
CC(O)/C=C/c1cccc[n+]1C (stereo unspecified)	-26.2	0.2	104.4	-1.3	/	96.4	4.7	-10.7	1.7	-2.2
COC(=O)c1ccc(Oc2c(Cl)cccc2[N+](=O)[O-])cc1	-6.4	6.3	95.1	-6.9	/	81.3	12.1	2.6	-8.6	-1.3
COc1ccc(-c2cn3ccccc3n2)cc1OC	-23.7	4.2	71.6	-2.5	/	81.6	4.0	-28.0	-0.5	-6.4
C=CCNC(=O)CN1CCC(O)(c2ccc(F)cc2)CC1	-27.5	1.7	98.6	6.5	2.0	97.6	10.4	-5.8	-0.6	0.9
C=CCn1c(SCC(=O)Nc2ccc(-c3nc4ccc(C)cc4s3)cc2)nnc1-c1ccccc1	5.0	0.0	100.0	4.0	15.8	89.5	9.0	-6.1	-11.9	-0.4
O=P(COCCO)(c1ccccc1)c1ccccc1	-27.3	2.9	93.9	-2.4	-27.4	92.3	2.0	-9.0	-2.5	0.4
COc1ccc(C(=O)Nc2ccc(S(=O)(=O)N3CCCCC3)cc2)cc1OC	-41.5	-1.6	94.4	4.9	-7.7	85.2	3.8	-3.5	0.1	-1.9
O=C(CN1CCCCCC1)Nc1cccc2c1OCO2	-60.6	5.3	90.5	1.6	-1.7	101.8	6.9	-5.3	-0.5	-0.7

Compound profiles (already shown). Screens in order: BB579 growth dn	NPY Y2 blocker	HCT116 bCat-KO	GALR2 blocker	E-sel TNF inh	PTEN del growth	Measles CPE	Yeast lifespan up	Phagocyt inh	MRP1 act
COC(=O)c1ccc(Oc2c(Cl)cccc2[N+](=O)[O-])cc1 as listed: -6.4	6.3	95.1	-6.9	/	81.3	12.1	2.6	-8.6	-1.3
COC(=O)CS(=O)(=O)c1ccc2c(c1)CC(=O)N2 as listed: -48.0	-0.2	91.8	4.0	1.9	99.0	8.3	-9.5	0.3	-1.4
C=CCNC(=O)CN1CCC(O)(c2ccc(F)cc2)CC1 as listed: -27.5	1.7	98.6	6.5	2.0	97.6	10.4	-5.8	-0.6	0.9

(cont.)
structure	BB579 growth dn	NPY Y2 blocker	HCT116 bCat-KO	GALR2 blocker	E-sel TNF inh	PTEN del growth	Measles CPE	Yeast lifespan up	Phagocyt inh	MRP1 act
COc1ccc(/C=N/NC(=O)CSCC(=O)Nc2ccccc2)cc1OC	-31.8	1.2	84.2	-3.7	-1.8	76.3	18.8	-8.7	0.2	-1.5
Cc1ccc(C)n1C1CCS(=O)(=O)C1 (stereo unspecified)	-57.7	2.8	22.9	-5.6	-16.3	23.0	11.8	-9.1	-0.9	-2.1
NS(=O)(=O)c1ccc(N=Cc2ccc(Br)s2)cc1	-15.0	-0.8	101.0	3.8	/	101.7	30.8	0.6	-3.7	-0.5
CC(C)CNC(=O)CC(=O)N/N=C/c1ccc(F)cc1	-38.4	0.3	88.4	7.5	11.1	94.9	8.9	1.7	/	-0.1
COc1cc(SC)ccc1C(=O)NCCCOC(C)C	-48.9	-0.8	101.4	-5.1	-12.2	117.1	24.1	-18.9	-1.7	-0.2
CC(C)(C)NC(=O)CN(Cc1cccs1)C(=O)CNS(=O)(=O)c1ccccc1	-23.1	4.0	100.3	-4.8	-10.8	94.4	4.1	-5.0	-1.8	-1.4
Cc1c(N2C(=O)C(=O)/C(=C(/O)c3ccc(Cl)cc3)C2c2ccccc2)c(=O)n(-c2ccccc2)n1C (stereo unspecified)	-36.5	0.5	95.0	1.6	/	94.8	4.5	7.8	-11.5	0.9
COc1cccc(CNC(=O)Cn2cc3c(n2)CCCCC3)c1	7.8	/	105.9	/	/	91.7	23.6	-11.7	-0.3	-1.5
CC(Nc1c([N+](=O)[O-])c(=O)oc2ccccc12)C(Cl)c1ccccc1 (stereo unspecified)	-29.4	4.7	76.6	11.8	-56.5	90.3	18.3	-1.1	0.1	-1.0
CCOC(=O)c1[nH]nc2c1C(=O)N(CC)C2=O	-27.6	1.2	105.6	13.2	0.5	93.5	3.9	-6.5	-0.5	0.2
Cc1ccccc1NCC(=O)N/N=C/c1ccc([N+](=O)[O-])cc1	3.5	1.6	80.3	1.4	/	86.6	20.4	-1.9	3.1	-2.6
O=C(CSc1nnc(COc2ccccc2)o1)NCCc1ccccc1	-6.8	1.5	99.5	-0.7	-72.2	105.4	/	-10.9	-0.8	-0.3
CCOc1ccccc1NC(=O)CSc1nc2cccnc2n1C	-2.6	3.9	102.5	1.2	-12.8	96.7	8.9	-20.6	-0.9	-3.7
CCC(=O)NC(=S)Nc1ccc(NC(=O)c2ccc(C)c([N+](=O)[O-])c2)cc1	-14.1	2.1	97.3	1.6	/	95.4	28.4	-1.4	7.2	-1.4
CC(C)(C)NCCOc1ccc(Br)cc1	-36.4	1.5	81.9	-3.7	23.1	91.2	7.5	-12.8	-0.5	-2.0
COc1ccc(CCNC(=O)C(C)Sc2ccc(C)cc2)cc1OC (stereo unspecified)	-59.0	4.7	82.8	-16.6	-33.7	80.9	3.6	-2.0	-5.1	-0.2
COC(=O)c1cc2cc(NS(=O)(=O)c3ccc(C)cc3)ccc2s1	-48.0	5.7	96.4	6.0	-16.4	87.9	3.2	3.8	/	-1.4
N#Cc1ccc(NC(=O)COC(=O)C2Cc3ccccc3CN2C(=O)c2ccccc2)cc1 (stereo unspecified)	-25.4	8.6	35.0	4.7	/	40.8	25.4	-0.4	-3.3	-2.1
O=C(CN1CCC(n2nnc3cc(F)ccc32)CC1)Nc1ccc2c(c1)CCC2	18.4	5.0	83.7	-1.9	23.3	81.3	4.2	0.5	-0.6	-3.0
Cc1nn(-c2ccccc2)c(N2CCCC2)c1/C=C1\N=C(c2ccccc2)OC1=O	-6.2	0.5	97.9	18.5	/	102.8	2.9	-0.3	-1.2	-0.8
O=C(CCCC(=O)OCC(Cl)=C(Cl)Cl)Nc1cccc2ccccc12	-26.3	6.2	89.2	12.0	/	92.8	/	6.5	-1.3	-0.9
COc1ccc(CCC(=O)Nc2cccc(S(=O)(=O)N(C)C)c2)cc1OC	10.2	1.2	86.3	-8.8	/	93.6	32.3	-4.9	-10.4	-1.5
N#Cc1c(NC(=O)CSCC(=O)O)sc2c1CCCC2	-1.1	-0.8	99.0	-6.5	/	99.1	5.4	-9.4	-0.7	-1.1
Cc1cc(C)n2nc(Nc3ccccc3)cc2n1	-7.7	-2.7	85.7	5.8	-31.9	90.3	10.0	-27.7	/	-4.5
CSc1cccc(NC(=O)C2CCCN(S(=O)(=O)c3ccc(F)cc3)C2)c1 (stereo unspecified)	-50.7	-0.6	44.1	1.8	58.7*	53.7	5.4	-19.7	-0.9	-4.8
CCN1CCN(C(=O)CN(C)S(=O)(=O)c2ccc(OC)cc2)CC1	-10.8	-0.1	97.8	-39.3	14.1	104.0	2.8	-12.3	8.4	0.2
CCC(=O)Nc1cccc(NC(=O)c2ccc3c(c2)OCO3)c1	-30.8	-1.0	87.1	5.0	-9.7	88.3	7.7	-7.3	-0.5	-2.6
Nc1c(N2CCCCC2)c(=O)[nH]c(=O)n1-c1ccccc1	-41.5	0.7	96.9	3.9	-8.1	91.3	/	-12.1	-1.2	-1.7
COc1ccc(C)cc1Nc1nc(-c2c(C)[nH]c3ccccc23)cs1	-17.9	-0.2	89.8	9.4	/	90.8	5.9	-1.6	-2.9	-2.0
Cc1cccc(-n2c(CCN3C(=O)c4ccccc4C3=O)nc3ccccc3c2=O)n1	-18.8	6.1	92.6	1.8	22.2	95.6	14.1	1.2	-0.2	-2.2
Cc1nn(Cc2ccccc2)c(Cl)c1C(=O)NC(C)(C)C	-62.0	4.1	93.9	6.4	3.4	93.0	3.7	4.4	-0.4	-0.6
O=C(NCCN=C1NS(=O)(=O)c2ccccc21)c1ccc(S(=O)(=O)N2CCOCC2)cc1	-5.7	-0.8	87.7	4.8	3.5	90.0	16.2	-19.6	0.2	-0.6
CN1CCCc2cc(C=O)ccc21	-33.0	1.8	82.2	-3.7	21.7	94.4	22.2	/	/	0.2

Screening data as filed in PubChem.
